GRK2 aptamer HTS: human GRK2 inhibition via aptamer displacement; P25098; bead flow cytometry, FAM-aptamer displacement from GRK2; inhibition of aptamer binding, % at 10 µM; 0.59% of 330,000 active; AID 488847;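 active = inhibition of aptamer binding above 40%, roughly 3 SD of noise, on plates passing a quality check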;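 note: median bead fluorescence of bound FAM aptamer so fluorescent compounds give negative values; no value below 0 was filed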
CIT2 TOR yeast: alters CIT2-GFP fluorescence in TOR pathway yeast screen. GFP response vs DMSO, % at 10 µM. AID 2029. S. cerevisiae CIT2-GFP strain, flow cytometry, 3 h; 100 means same as DMSO wells. 0.065% of 320,000 active;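 active = GFP response relative to DMSO above a set limit, near the screen mean plus 3 SD, cut at about 150% in these data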;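 note: ratio of well median GFP fluorescence to mean of DMSO wells on the plate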
MEP2-GFP yeast: alters MEP2-GFP fluorescence in TOR pathway yeast screen. GFP response vs DMSO, % at 10 µM. S. cerevisiae MEP2-GFP strain, flow cytometry GFP, 3 h; 100% = DMSO control level. AID 2016. 0.51% of 330,000 active;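 active = GFP response versus DMSO above a set limit, roughly screen mean plus 3 SD, cut at about 180% in these data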;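 note: median GFP fluorescence of the barcode-gated MEP2-GFP cells per well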
VLA-4 inh: inhibition in a human VLA-4 binding assay; 0.2% of 330,000 active; inhibition, % (about 7 µM as worked out from the volumes in the protocol); VLA-4 expressing cells, ligand binding flow cytometry; AID 2557; in the data active = inhibition above about 50%
Target sequence (P13612 whole entry, looked up): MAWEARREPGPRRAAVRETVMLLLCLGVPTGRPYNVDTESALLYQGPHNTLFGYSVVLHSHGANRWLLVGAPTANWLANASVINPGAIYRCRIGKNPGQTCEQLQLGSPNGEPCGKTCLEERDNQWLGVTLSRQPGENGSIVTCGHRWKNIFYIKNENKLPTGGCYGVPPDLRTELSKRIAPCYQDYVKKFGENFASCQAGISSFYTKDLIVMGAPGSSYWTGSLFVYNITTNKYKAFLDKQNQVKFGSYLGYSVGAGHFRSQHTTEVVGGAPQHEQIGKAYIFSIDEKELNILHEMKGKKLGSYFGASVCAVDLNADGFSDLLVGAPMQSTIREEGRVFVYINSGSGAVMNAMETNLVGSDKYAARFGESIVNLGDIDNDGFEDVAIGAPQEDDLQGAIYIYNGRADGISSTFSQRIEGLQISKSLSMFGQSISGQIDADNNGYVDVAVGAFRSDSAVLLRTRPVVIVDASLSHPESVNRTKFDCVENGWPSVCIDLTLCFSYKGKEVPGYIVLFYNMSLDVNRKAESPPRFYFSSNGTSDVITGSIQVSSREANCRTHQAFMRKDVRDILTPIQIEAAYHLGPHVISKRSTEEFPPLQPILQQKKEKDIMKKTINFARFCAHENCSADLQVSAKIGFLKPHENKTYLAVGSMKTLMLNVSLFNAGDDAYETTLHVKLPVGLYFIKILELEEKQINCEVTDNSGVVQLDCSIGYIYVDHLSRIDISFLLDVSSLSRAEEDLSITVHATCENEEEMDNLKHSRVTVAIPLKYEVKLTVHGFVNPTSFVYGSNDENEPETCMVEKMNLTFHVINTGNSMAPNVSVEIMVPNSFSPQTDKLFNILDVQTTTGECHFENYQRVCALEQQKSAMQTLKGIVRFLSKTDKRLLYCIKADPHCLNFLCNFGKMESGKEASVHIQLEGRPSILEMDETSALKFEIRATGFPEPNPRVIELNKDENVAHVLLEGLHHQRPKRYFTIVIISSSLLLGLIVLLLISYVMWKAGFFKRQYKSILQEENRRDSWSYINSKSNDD
AGP1-GFP MLPCN: yeast TOR pathway AGP1-GFP modulation | S. cerevisiae AGP1-GFP multiplex flow cytometry, 3 h; GFP as percent of DMSO wells | GFP response vs DMSO, % at 10 µM | 0.02% of 320,000 active | AID 2066;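 active = GFP response relative to DMSO above a set limit, near screen average plus 3 SD, cut at about 150% in these data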;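 note: median GFP channel fluorescence of the gated AGP1 strain per well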
LAP4 TOR yeast: modulators of TOR pathway LAP4-GFP in S. cerevisiae; S. cerevisiae LAP4-GFP multiplex, flow cytometry GFP, 3 h; median GFP as percent of DMSO wells; GFP response vs DMSO, % at 10 µM; 0.34% of 320,000 active; AID 2023;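 active = GFP response vs DMSO above a set limit, about the screen mean plus 3 SD, cut at about 150% in these data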
CR mimetic SO: yeast age-related superoxide inhibition as caloric restriction mimetic; S. cerevisiae aged cells, superoxide DHE fluorescence; stronger effect = lower value; superoxide response (% of plate mean), % at 10 µM; 0.18% of 330,000 active;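 active = superoxide response under a set limit, about three screen SD below normal, cut at about 65% in these data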;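 note: yeast aged for seven days with compound at 30 °C before DHE staining; 100% = average MFI of all compound-treated wells on the plate with controls excluded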
RPL19A TOR yeast: alters RPL19A-GFP fluorescence in TOR pathway yeast screen | S. cerevisiae RPL19A-GFP strain, flow cytometry, 3 h; stronger effect = lower value | percent response vs DMSO, % at 10 µM | 0.3% of 330,000 active | AID 2025;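 active = percent response vs DMSO below 50%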;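 note: median channel GFP fluorescence of the barcoded RPL19A-GFP strain; ratio of sample median GFP to plate DMSO average so 100% = DMSO; lower means less RPL19A-GFP as with rapamycin TOR inhibition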
An asterisk follows results filed as active.

SMILES | GRK2 aptamer HTS | CIT2 TOR yeast | MEP2-GFP yeast | VLA-4 inh | AGP1-GFP MLPCN | LAP4 TOR yeast | CR mimetic SO | RPL19A TOR yeast
CN(C)c1ccc(-c2nnn(CC(=O)N3c4ccccc4CCc4ccccc43)n2)cc1 | 2 | 90 | 100 | 3 | 95 | 95 | 104 | 96
COc1ccc(N(C(=O)C(C)C)S(=O)(=O)c2cccc3cccnc23)cc1 | 1 | 108 | 112 | 8 | 101 | 94 | 94 | 105
CC(=O)Nc1ccc(C(=O)Nc2ccc(S(=O)(=O)Nc3nccc(C)n3)cc2)cc1 | 4 | 96 | 110 | 1 | 96 | 84 | 83 | 103
Cc1nnc(SCc2cccc(Oc3ccccc3)c2)n1N | 1 | 103 | 107 | 18 | 114 | 106 | 104 | 105
N#Cc1cccc(NC(=O)COC(=O)c2cc(S(=O)(=O)Nc3ccccc3Cl)ccc2O)c1 | 0 | 105 | 103 | -1 | 100 | 94 | 115 | 99
CC(C)OC(=O)c1ccc(NC(=O)c2ccccc2)cc1 | 5 | 93 | 100 | 19 | 92 | 102 | 110 | 100
COc1ccc(C(=O)Nc2ccccc2-c2nnn(CC(=O)N3CCOCC3)n2)cc1 | 0 | 96 | 97 | -9 | 101 | 95 | 115 | 100
CC(=O)N1CCC(=O)Nc2ccc([N+](=O)[O-])cc21 | 0 | 102 | 98 | 26 | 100 | 108 | 92 | 97
O=C(NCC1CCCO1)c1cc2c([nH]c3ccccc32)c(-c2ccc(F)cc2)n1 (stereo not drawn) | 5 | 94 | 100 | 1 | 96 | 105 | 92 | 96
COc1cccc(NC(=O)C2C3C=CC4(O3)C2C(=O)N(CCCN2CCCCC2)C4C(=O)NC2CCCCC2)c1 (stereo not drawn) | 0 | 99 | 98 | 21 | 106 | 94 | 111 | 107
CCOc1cc(/C=N/NC(=O)Cc2ccc(C(F)(F)F)cc2[N+](=O)[O-])ccc1O | 1 | 117 | 115 | -1 | 100 | 84 | 79 | 107
CCN(CC)C(=O)C(C)N(C#N)c1nc(NC(C)C)nc(NC(C)C)n1 (stereo not drawn) | 0 | 98 | 96 | -2 | 95 | 91 | 96 | 94
COCCCNC(=O)CCn1c(=O)c2ccccc2n(CC(=O)Nc2c(C)cccc2C)c1=O | 0 | 88 | 97 | 5 | 90 | 92 | 101 | 93
COc1cccc(CN(C)C(=O)c2ccc(OCC(=O)N3CCOCC3)c(OC)c2)c1 | 2 | 102 | 95 | 7 | 103 | 103 | 84 | 98
CN1C2CCC1CC(NC(=O)c1cc(S(=O)(=O)N(C)C)c(Cl)cc1Cl)C2 (stereo not drawn) | 0 | 106 | 96 | -1 | 102 | 100 | 89 | 99
COCCCn1c(SCC(=O)O)nc2cc(OC)c(OC)cc2c1=N | 2 | 104 | 101 | 3 | 100 | 100 | 99 | 103
O=C(O)c1ccccc1CSc1nnnn1-c1ccccc1 | 7 | 102 | 101 | 4 | 105 | 102 | 97 | 103
CCN1C(=O)N[C@@H](c2ccccc2)C(C(=O)OC)=C1C | 0 | 111 | 95 | -5 | 90 | 134 | 108 | 99
O=C(CO/N=C/c1cccc([N+](=O)[O-])c1)Nc1ccc2ccccc2c1 | 1 | 93 | 106 | 4 | 101 | 113 | 91 | 102
CC(=O)c1c(C)[nH]c(C(=O)N2CCN(c3cc(Cl)ccc3C)CC2)c1C | 2 | 86 | 82 | 13 | 89 | 90 | 92 | 89
O=C(CSc1n[nH]c(-c2ccco2)n1)Nc1ccccc1F | 4 | 113 | 108 | 8 | 103 | 98 | 91 | 106
COc1ccc2oc(=O)c(C(=O)O)cc2c1 | 3 | 83 | 107 | 9 | 99 | 121 | 84 | 100
O=C(COC(=O)CCc1nc2ccccc2c(=O)[nH]1)Nc1ccccc1Cl | 20 | 64 | 92 | 1 | 63 | 97 | 112 | 92
O=C(CSCc1ccccc1Cl)NNC(=O)c1ccccc1 | 0 | 101 | 109 | -2 | 103 | 96 | 98 | 106
O=C(C1CCCO1)N1CCN(C(=S)Nc2cccc(Cl)c2)CC1 (stereo not drawn) | 3 | 86 | 88 | -5 | 94 | 96 | 104 | 93

(list continues)
SMILES | GRK2 aptamer HTS | CIT2 TOR yeast | MEP2-GFP yeast | VLA-4 inh | AGP1-GFP MLPCN | LAP4 TOR yeast | CR mimetic SO | RPL19A TOR yeast
COc1ccccc1NC(=O)COC(=O)c1ccc2ccccc2n1 | 0 | 88 | 93 | 0 | 89 | 96 | 126 | 95
O=C(Nc1cccc(C(F)(F)F)c1)c1ccc(-n2cncn2)nc1 | 1 | 89 | 102 | 11 | 88 | 101 | 95 | 98
COc1ccc2c(c1OC)C(=O)N(c1ccc(C)c(C)c1)C2=O | 0 | 93 | 106 | -5 | 100 | 109 | 100 | 100
CO/N=C(\C)c1ncc(C(F)(F)F)cc1N1CCOCC1 | 0 | 83 | 105 | 11 | 100 | 98 | 98 | 97
CCN(CC)CCN(C(=O)c1ccc2c(c1)CCCC2)c1nc2ccc(OC)cc2s1 | 0 | 105 | 90 | -11 | 103 | 99 | 107 | 93
Fc1ccc(C2CC(c3ccco3)=Nc3ccccc3S2)cc1 (stereo not drawn) | 1 | 99 | 103 | -6 | 108 | 94 | 108 | 107
COc1ccc(C2CC(=O)N3CN(Cc4ccco4)CSC3=C2C#N)cc1 (stereo not drawn) | 0 | 101 | 96 | 1 | 99 | 91 | 92 | 98
Cc1cccc(NC(=O)CN2CCN(C(=O)c3cnn(Cc4ccccc4)c3)CC2)c1C | 1 | 87 | 92 | -11 | 86 | 86 | 106 | 92
NC(=O)C1CCN(C(=O)c2ccc([N+](=O)[O-])cc2NC(=O)c2cccs2)CC1 | 0 | 107 | 107 | -16 | 105 | 103 | 115 | 101
Cc1ccc(NC(=O)CSCC(=O)OC(C)C(=O)Nc2ccc(S(N)(=O)=O)cc2)c(C)c1 (stereo not drawn) | 1 | 104 | 111 | 6 | 107 | 107 | 95 | 103
C#CCN(C(=O)CC1C(=O)NCCN1C/C=C/c1ccccc1)C1CCCCC1 (stereo not drawn) | 0 | 100 | 98 | 11 | 105 | 104 | 89 | 96
NC(=O)CC(NC(=O)c1cccc(Br)c1)c1ccc(N2CCC(Br)CC2)c([N+](=O)[O-])c1 (stereo not drawn) | 0 | 68 | 89 | 6 | 78 | 104 | 107 | 93
COC(=O)c1ccc(NC(=O)C[n+]2ccccc2)cc1 | 0 | 121 | 105 | 1 | 114 | 86 | 93 | 105
CCC(C)c1ccccc1NC(=O)C(C)Sc1n[nH]c(N)n1 (stereo not drawn) | 2 | 89 | 94 | 4 | 91 | 86 | 102 | 96
COc1ccc2nc3c(cc2c1)c(NC(=O)c1cccs1)nn3CC(C)C | 0 | 86 | 101 | 2 | 96 | 117 | 102 | 100
c1ccc2c(c1)CCc1c-2nc2ccccc2c1N1CCOCC1 | 0 | 102 | 112 | 0 | 99 | 116 | 101 | 104
CCN(CC)C(=O)c1c([N+](=O)[O-])c(C(C)(C)C)nn1C | 0 | 110 | 130 | 10 | 104 | 105 | 83 | 107
COc1ccc(C2=NN(C(=O)CN3CCCC3)C(c3ccc(OC)cc3)C2)cc1 (stereo not drawn) | 2 | 101 | 102 | 17 | 86 | 112 | 97 | 97
Cc1ccc(S(=O)(=O)NCc2ccc3c(c2)cc(C)n3C)cc1 | 21 | 96 | 101 | 12 | 97 | 101 | 110 | 97
Cn1c(=O)c2c(-c3ccccc3)n(-c3ccccc3O)cc2n(C)c1=O | 2 | 95 | 101 | 8 | 98 | 96 | 104 | 100
COc1ccccc1CC(=O)NNS(=O)(=O)c1cccc([N+](=O)[O-])c1 | 0 | 86 | 88 | 7 | 80 | 90 | 115 | 92
COc1ccccc1NC(=S)N(Cc1cccnc1)Cc1ccccc1Cl | 1 | 97 | 109 | 5 | 107 | 114 | 97 | 101
O=[N+]([O-])c1ccc(N/N=C/c2cn(-c3ccccc3)nc2-c2ccccc2)cc1 | 0 | 99 | 103 | -274 | 100 | 94 | 108 | 98
CC(NC(=O)COc1ccc(N(C)S(=O)(=O)c2ccccc2)cc1)c1ccccc1 (stereo not drawn) | 2 | 106 | 95 | -29 | 102 | 94 | 95 | 101
O=C(O)Cn1cc(C(=S)N2CCCCC2)c2ccccc21 | 4 | 107 | 97 | -2 | 104 | 102 | 136 | 113

14 of these compounds, set out differently.
SMILES,GRK2 aptamer HTS,CIT2 TOR yeast,MEP2-GFP yeast,VLA-4 inh,AGP1-GFP MLPCN,LAP4 TOR yeast,CR mimetic SO,RPL19A TOR yeast
NC(=O)C1CCN(C(=O)c2ccc([N+](=O)[O-])cc2NC(=O)c2cccs2)CC1,0,107,107,-16,105,103,115,101
Cc1ccc(NC(=O)CSCC(=O)OC(C)C(=O)Nc2ccc(S(N)(=O)=O)cc2)c(C)c1 (stereo not drawn),1,104,111,6,107,107,95,103
C#CCN(C(=O)CC1C(=O)NCCN1C/C=C/c1ccccc1)C1CCCCC1 (stereo not drawn),0,100,98,11,105,104,89,96
NC(=O)CC(NC(=O)c1cccc(Br)c1)c1ccc(N2CCC(Br)CC2)c([N+](=O)[O-])c1 (stereo not drawn),0,68,89,6,78,104,107,93
COC(=O)c1ccc(NC(=O)C[n+]2ccccc2)cc1,0,121,105,1,114,86,93,105
CCC(C)c1ccccc1NC(=O)C(C)Sc1n[nH]c(N)n1 (stereo not drawn),2,89,94,4,91,86,102,96
COc1ccc2nc3c(cc2c1)c(NC(=O)c1cccs1)nn3CC(C)C,0,86,101,2,96,117,102,100
c1ccc2c(c1)CCc1c-2nc2ccccc2c1N1CCOCC1,0,102,112,0,99,116,101,104
CCN(CC)C(=O)c1c([N+](=O)[O-])c(C(C)(C)C)nn1C,0,110,130,10,104,105,83,107
COc1ccc(C2=NN(C(=O)CN3CCCC3)C(c3ccc(OC)cc3)C2)cc1 (stereo not drawn),2,101,102,17,86,112,97,97
Cc1ccc(S(=O)(=O)NCc2ccc3c(c2)cc(C)n3C)cc1,21,96,101,12,97,101,110,97
Cn1c(=O)c2c(-c3ccccc3)n(-c3ccccc3O)cc2n(C)c1=O,2,95,101,8,98,96,104,100
COc1ccccc1CC(=O)NNS(=O)(=O)c1cccc([N+](=O)[O-])c1,0,86,88,7,80,90,115,92
COc1ccccc1NC(=S)N(Cc1cccnc1)Cc1ccccc1Cl,1,97,109,5,107,114,97,101

(continued)
SMILES | GRK2 aptamer HTS | CIT2 TOR yeast | MEP2-GFP yeast | VLA-4 inh | AGP1-GFP MLPCN | LAP4 TOR yeast | CR mimetic SO | RPL19A TOR yeast
NS(=O)(=O)c1ccc(NC(=O)CCC(=O)c2ccc(Cl)s2)cc1 | 1 | 101 | 104 | 0 | 96 | 93 | 99 | 100
CCC1=NC(c2ccc(OC)c(OC)c2)N(O)C1(C)C (stereo not drawn) | 0 | 97 | 101 | 3 | 95 | 93 | 105 | 101
CCN(CC(=O)Nc1c(F)cccc1F)C(=O)Cc1n[nH]c(=O)c2ccccc12 | 0 | 107 | 100 | 4 | 107 | 100 | 99 | 94
O=C(Cn1c(=O)oc2cc(S(=O)(=O)N3CCCC3)ccc21)NCc1ccc(F)cc1 | 0 | 97 | 99 | -7 | 102 | 103 | 110 | 102
O=C(Nc1ccc2c(c1)oc1ccccc12)c1cccnc1 | 3 | 83 | 100 | 33 | 104 | 112 | 104 | 101
C=CCNC(=O)CSc1nc2sc3c(c2c(=O)n1CCC)CCC3 | 3 | 75 | 86 | 18 | 78 | 78 | 105 | 93

Screening results from PubChem BioAssay.
